Hep lipid drop – modulators of hepatic lipid droplet formation; AID 1656; actives 0.4% (n = 240,000); inhibition, % at 6.5 µM; AML12 mouse hepatocytes, oleate lipid droplets, BODIPY imaging;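 active means lipid droplet intensity inhibited by at least 50%, with more than 500 cells counted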
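Assay system: AML12 mouse liver cells | Compound dosing: One dose, 6.5 µM compound | Read-out basis: Droplet intensity reduction, % inhibition | Measured by: Fluorescence imaging, 20x objective, two fields per well | Schedule: Overnight treatment with compound plus oleate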
Salmonella PhoP GFP – inhibitors of PhoP regulon expression, primary screen, Salmonella Typhimurium, GFP reporter (AID 1863). S. Typhimurium PhoP-regulated promoter GFP reporter, 4 h; higher % means a stronger effect. one-dose inhibition, % at 50 µM; IC50 in µM for titrated hits. actives 0.16% (n = 300,000);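 active means inhibition over 29.93%, a cutoff 3 SD above the screen mean, later confirmed by dose response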;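 further: 0% = low Mg2+ inducing control and 100% = high Mg2+ repressing control; strong numbers were not always called active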
T cell modulator – modulates CD8 T cell binding to vesicles; AID 2052; 2C CD8+ T cell-vesicle binding, flow cytometry; stronger effect = lower value; calls only at 7 µM; actives 0.068% (n = 330,000);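 active means response, share of CD8 T cells binding vesicles, and their 90th percentile fluorescence all below set limits, cut at about 80% in these data, passing the limit was not always enough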
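Also added: QL9-peptide-loaded Drosophila micro-vesicles bearing Ld, ICAM-1 and B7-1; Test system: purified 2C TCR transgenic mouse naive CD8+ T cells; Measured by: cytometric PE anti-B7-1 and Alexa647 anti-CD8 signals after 1% paraformaldehyde fixation; Timing: binding step 1.5 h, 37 °C, antibody labelling 20 min, ice.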
Hep lipid drop cells 6.5 µM – also measured in Hep lipid drop; calls as there; cell count; measured here: cell count, cytotoxicity flag;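 cells counted across two imaged fields per well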
T cell modulator vesicle-bound % – further read-out of T cell modulator, marked with its call; double positive events, %; measured here: CD8+ vesicle-bound cell fraction;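 binding gate set so that unloaded-vesicle control wells show 10% double positive cells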
Active calls of the source: *; i = inactive. Some of the compounds tested. The share of hits here may be higher or lower than overall.

SMILES	Hep lipid drop	Hep lipid drop cells 6.5 µM	Salmonella PhoP GFP	T cell modulator	T cell modulator vesicle-bound %
Cc1cc(OCc2n[nH]c(=S)n2-c2ccccc2)ccc1Cl	-2	842	6%	i	54
CCCN1CCc2c(sc(NC(=O)c3ccc(S(=O)(=O)N(C)c4ccccc4)cc3)c2C(N)=O)C1	-1	846	-6%	i	63
COc1ccc(Cc2nnc(NC(=O)Nc3ccccc3F)s2)cc1	-2	819	-3%	i	10
CC(=O)c1ccc(NC(=O)CCC(=O)N2CC(C)Oc3ccc(C)cc32)cc1 (stereo not drawn)	-4	647	0%	i	30
O=C(Nc1nccs1)c1ccc(-c2ccccc2[N+](=O)[O-])o1	2	833	-5%	i	0
Cc1cc(S(=O)(=O)NCCCn2ccnc2)c(C)cc1Cl	-14	757	-2%	i	61
COc1ccc(Br)cc1Cn1nnc(C(=O)Nc2ccc3c(c2)OCCO3)c1N	-3	720	2%	i	9
CCC(C)N(C(=O)c1csnn1)C(C(=O)NC1CCCC1)c1c(F)cccc1Cl (stereo not drawn)	-20	782	7%	i	37
CCc1ccc2oc(-c3ccc(NC(C)=O)cc3)nc2c1	-2	862	4%	i	64
O=C(CSc1nncn1-c1ccccc1)Nc1ccc(F)cc1F	-6	709	10%	i	32
Cc1ccc(NC(=O)NNC(=O)c2cc3ccccc3cc2O)cc1	-3	779	-5%	i	14
COc1ccccc1NC(=O)CCN1C(=O)C2C3CCC(C3)C2C1=O (stereo not drawn)	3	852	-2%	i	11
CC1CCC(NC(=O)CCCn2sc3ccccc3c2=O)CC1 (stereo not drawn)	-8	804	-1%	i	9
Cc1[nH]c(C)c(S(=O)(=O)N2CCCCC2)c1C(=O)N1CCCCC1	-8	735	-10%	i	12
CN1N=C(C(=O)N2CCCC(Nc3ccc(F)c(F)c3)C2)CCC1=O (stereo not drawn)	-12	678	-2%	i	31
O=C(c1cc2cc(F)ccc2[nH]1)N1CCN(c2cccc(Cl)c2)CC1	-1	832	1%	i	32
COc1ccc(C)cc1NC(=O)NC1CCCCCCC1	18	714	-7%	i	16
Cc1ccccc1N1CCN(S(=O)(=O)c2nnc(NC(=O)c3ccco3)s2)CC1	20	775	-10%	i	4
CN(CC(=O)Nc1c(Cl)cccc1Cl)C(=O)c1ccccc1SCC(=O)N1CCCC1	0	825	9%	i	22
COc1ccc(-n2nc(C(=O)NCC(=O)NCCCN3CCOCC3)c3ccccc3c2=O)cc1OC	-1	807	-1%	i	19
O=C(Nc1nc2c(s1)CCCC2)c1ccc(N2C(=O)CCC2=O)cc1	2	739	-7%	i	4
O=C(OCCCOC(=O)c1cc[n+]([O-])cc1)c1cc[n+]([O-])cc1	0	791	-6%	i	4
Cc1ccccc1NC(=O)CCNS(=O)(=O)c1ccc2[nH]c(=O)oc2c1	-4	693	11%	i	44
CC(NCc1ccccc1O)C12CC3CC(CC(C3)C1)C2 (stereo not drawn)	46	699	12%	i	24
COc1ccc(NC(=O)c2cc(=O)[nH]c3ccccc23)cc1	4	411	-2%	i	18
O=C(CN1CCCCCC1)NC(c1ccccc1)c1ccccc1	-11	792	7%	i	67
COc1ccc(-n2c(SCC(=O)O)nc3sc4c(c3c2=O)CCCC4)cc1	-19	760	2%	i	22
Clc1ccccc1OCCCCN1CCNCC1	0	798	-3%	i	68
Cc1ccc(C)c(NC(=O)CCN2C(=O)c3ccccc3C2=O)c1	17	836	4%	i	11
c1nc2ccc(Cc3ccc4nc[nH]c4c3)cc2[nH]1	0	841	4%	i	60

The last 5 records of the section before lead into the next:
SMILES	Hep lipid drop	Hep lipid drop cells 6.5 µM	Salmonella PhoP GFP	T cell modulator	T cell modulator vesicle-bound %
O=C(CN1CCCCCC1)NC(c1ccccc1)c1ccccc1	-11	792	7%	i	67
COc1ccc(-n2c(SCC(=O)O)nc3sc4c(c3c2=O)CCCC4)cc1	-19	760	2%	i	22
Clc1ccccc1OCCCCN1CCNCC1	0	798	-3%	i	68
Cc1ccc(C)c(NC(=O)CCN2C(=O)c3ccccc3C2=O)c1	17	836	4%	i	11
c1nc2ccc(Cc3ccc4nc[nH]c4c3)cc2[nH]1	0	841	4%	i	60
O=C(NCCC(=O)N1CCCC(C(F)(F)F)C1)c1ccccc1Cl (stereo not drawn)	-6	633	-2%	i	68
CCc1nnc(NC(=O)CSCc2cc(=O)n3nc(C)sc3n2)s1	6	678	-1%	i	35
COC(=O)NCC(c1ccc2c(c1)OCO2)N1CCN(c2ccc(OC)cc2)CC1 (stereo not drawn)	-2	733	-2%	i	39
CCCOc1ccc(C(C)=O)cc1Cc1c(O)nc(SC)[nH]c1=O	-2	837	6%	i	43
CCC(C(=O)N1CCN(C(=O)c2ccco2)CC1)n1sc2ccccc2c1=O (stereo not drawn)	-2	734	0%	i	7
Cc1ccc2nc(N3CCN(C)CC3)c(C=O)c(=O)n2c1	6	802	-2%	i	62
O=C(c1cc(COc2ccc(F)cc2Cl)on1)N1CCN(C2CCCC2)CC1	1	869	3%	i	65
O=c1[nH]nc(-c2ccc(F)cc2)cc1-c1ccccc1	-19	790	1%	i	36
Nc1c(C(=O)NCc2ccc3c(c2)OCO3)nnn1CC(=O)Nc1ccc(Br)cc1	21	752	-2%	i	15
COc1ccc(C(=O)NNC(=O)C2CC=CCC2)cc1 (stereo not drawn)	2	834	8%	i	63
CC(C)c1ccc(NC2=CC(=O)CC(C)(C)C2)cc1	-2	830	-9%	i	59
CC(=O)Oc1ccc(/C=C2/C(=O)N(c3ccccc3)N=C2C)cc1	-4	850	10%	i	28
CC(=O)Nc1nnc(SCC(=O)N2CCc3ccccc32)s1	0	817	6%	i	6
COc1ccc(C)cc1S(=O)(=O)NC1CC1	4	859	7%	i	12
CSc1ccc(C(=O)N2CCC(CCC(=O)NC3CC3)CC2)cc1	25	742	-7%	i	13
O=C(Nc1ccccc1C(=O)NCCc1ccccc1)c1cnccn1	-5	806	-1%	i	47
Cc1ccccc1OCC(=O)NC(=S)Nc1ccccc1N1CCN(S(C)(=O)=O)CC1	-27	724	-2%	i	62
CCCNC(=O)/C(C#N)=C1\N=C(NC(=O)c2cccs2)c2ccccc21	9	797	-2%	i	25
COc1ccc2oc(C(=O)N(C)Cc3ccc(OC(F)F)cc3)c(C)c2c1	-1	670	-4%	i	67
COc1ccc(OC)c(N(CC(=O)N2CCOCC2)S(C)(=O)=O)c1	2	844	-7%	i	60
N#Cc1ccc(S(=O)(=O)N2CCC(N3CCCCC3)CC2)cc1	10	789	-2%	i	31
O=C(Nc1cccc(Cl)c1)NC1CCN(C2CCCCC2)C1 (stereo not drawn)	-7	796	2%	i	17
Cc1ccc(N=C2C(=O)Nc3ccc(Br)cc32)cc1	1	832	-9%	i	10
CC1=C(C(=O)OCCC(C)C)C(c2ccc3c(c2)OCO3)NC(=O)N1 (stereo not drawn)	1	795	1%	i	56
COCCCn1c(SCC(=O)N2CCOCC2)nc2ccccc2c1=O	18	772	-8%	i	17
O=C(CN(C(=O)CCC(=O)Nc1nccs1)c1ccccc1F)NCc1ccc(F)cc1	-1	709	-1%	i	33
Cc1ccc(S(=O)(=O)NCC(=O)N2CCOCCOCCOCC2)cc1	-22	779	1%	i	46
Cc1cccc(CCNC(=O)C2CCC(=O)N(Cc3ccc(Cl)cc3)C2)n1 (stereo not drawn)	-1	790	2%	i	10
Cc1c(OCC(=O)NCCCN2CCOCC2)ccc2c1oc(=O)c1ccccc12	22	681	-1%	i	59
Cc1cccc(C)c1OCC(O)CNC(C)c1ccccc1 (stereo not drawn)	9	845	8%	i	30
O=C(CSc1nnc2nnc3ccccc3n12)N1CCOCC1	0	825	-6%	i	21
Cc1c(Cl)cccc1NC(=O)CCC(=O)c1cccs1	-10	809	8%	i	49
CC(=O)c1cccc(NC(=O)c2cccc(NC(=O)c3ccco3)c2)c1	14	871	5%	i	11
CCCc1nnc(NC(=O)CCC(=O)N2CCN(Cc3ccc(F)cc3)CC2)s1	4	729	2%	i	54
O=C(NN1CCOCC1)c1ccccc1	12	703	10%	i	51
COc1ccc(C)cc1NCc1ccc([N+](=O)[O-])cc1	-8	817	3%	i	62
CCOC(=O)c1c(NC(=O)c2cccc([N+](=O)[O-])c2C(=O)O)sc2c1CCCC2	-8	814	-5%	i	46
O=C(NCCN1CCOCC1)c1c(Cl)cccc1Cl	-22	801	10%	i	20
COc1ccc(N(CC(=O)N2CCOCC2)S(=O)(=O)c2ccccc2)cc1Cl	-3	817	-1%	i	70
CCOC(=O)c1c(S(=O)(=O)NCC(=O)Nc2ccccc2OC)c(C)n(C)c1C	-5	725	-3%	i	20
CCOC(CNC(=O)c1cccn2c(=O)c3c(C)c(C)sc3nc12)OCC	35	728	0%	i	51
COc1cc(/C(C)=N/NC(=O)c2nnn(-c3nonc3N)c2-c2cccs2)ccc1O	-28	688	3%	i	15
COC(=O)c1ccc2c(=O)n(CCN3CCOCC3)c(SCC(=O)Nc3ccc(C)cc3)nc2c1	1	680	-3%	i	2
CC(C)c1ccc(S(=O)(=O)N2CCN(C(=O)c3cc([N+](=O)[O-])ccc3N3CCOCC3)CC2)cc1	6	848	-4%	i	38
Cc1ccc(NC(=O)CCc2ccc(C)o2)c(C)c1	-1	740	4%	i	28
O=C(NC1CCC1)C1CCC(=O)N(Cc2cccc(F)c2)C1 (stereo not drawn)	-10	749	6%	i	50
COc1ccc2nc(NC(=O)C3CCN(C(=O)c4ccco4)CC3)sc2c1	-7	570	8%	i	13
Nc1nonc1-n1nnc(C(=O)N/N=C/c2cccc(O)c2)c1CN1CCCC1	-15	647	5%	i	29
Cc1cc(C(=O)N/N=C/c2ccc(-c3ccc([N+](=O)[O-])cc3C)o2)n[nH]1	4	725	-10%	i	18
COc1cccc(C(=O)NC2CCN(CC(=O)Nc3ccccc3Cl)CC2)c1	-5	857	2%	i	7
COc1cc(C(=O)N2CCCc3ccccc32)c([N+](=O)[O-])cc1OC	8	871	0%	i	65
O=C(O)CNC(=O)c1ccc(Oc2c(F)c(F)c(Oc3ccc(C(=O)NCC(=O)O)cc3)c(F)c2F)cc1	-8	814	-9%	i	30
CCOc1cc2[nH]c(=S)n(Cc3ccc(C(=O)NCCN(CC)CC)cc3)c(=O)c2cc1OCC	0	831	8%	i	28
CC(C)C(OC(=O)c1nsc(Cl)c1Cl)C(=O)NCC1CCCO1 (stereo not drawn)	2	733	14%	i	34
Cc1ccc(Nc2nc(-c3sc(C)nc3C)cs2)cc1	-73	634	-5%	i	50
COc1ccc(NC(=O)CNC(=O)Cn2ccc3ccccc3c2=O)c(OC)c1	-12	771	-1%	i	19
COc1ccccc1C(CNc1nc(C(F)(F)F)nc2ccccc12)N(C)C (stereo not drawn)	-20	795	1%	i	26
O=C(Nc1nnc(SCCN2CCOCC2)s1)C1CC(=O)N(c2ccc(F)cc2)C1 (stereo not drawn)	5	777	-2%	i	61
CC(C)NC(=O)c1cc(-c2ccc3c(c2)OCO3)on1	-1	815	0%	i	14
CCOc1cccc(C2/C(=C(/O)c3ccc4c(c3)CC(C)O4)C(=O)C(=O)N2CCN2CCOCC2)c1 (stereo not drawn)	-1	718	-3%	i	21

Looked up one by one from the list above, 5 records:
SMILES	Hep lipid drop	Hep lipid drop cells 6.5 µM	Salmonella PhoP GFP	T cell modulator	T cell modulator vesicle-bound %
COc1cc(C(=O)N2CCCc3ccccc32)c([N+](=O)[O-])cc1OC	8	871	0%	i	65
CC(C)NC(=O)c1cc(-c2ccc3c(c2)OCO3)on1	-1	815	0%	i	14
Nc1nonc1-n1nnc(C(=O)N/N=C/c2cccc(O)c2)c1CN1CCCC1	-15	647	5%	i	29
O=C(O)CNC(=O)c1ccc(Oc2c(F)c(F)c(Oc3ccc(C(=O)NCC(=O)O)cc3)c(F)c2F)cc1	-8	814	-9%	i	30
COc1ccccc1C(CNc1nc(C(F)(F)F)nc2ccccc12)N(C)C (stereo not drawn)	-20	795	1%	i	26

(cont.)
SMILES	Hep lipid drop	Hep lipid drop cells 6.5 µM	Salmonella PhoP GFP	T cell modulator	T cell modulator vesicle-bound %
CCOc1ccc(N)c(SSc2cc(OCC)ccc2N)c1	3	883	6%	i	11
CCOC(=O)C1CCN(C(=O)COc2ccc3c(c2)OCO3)CC1	8	699	5%	i	17
CCN(CC(=O)NCc1ccc(Cl)cc1)C(=O)c1ccc2cc(OC)ccc2c1	0	744	-3%	i	17
CC(C)=C(NC(=O)c1ccccc1)C(=O)NCCc1nc2ccccc2[nH]1	-7	764	3%	i	35
COc1cccc(N2CCN(C(=O)c3ccc(CS(=O)c4ccccc4C)o3)CC2)c1 (stereo not drawn)	-191	319	4%	i	6
COc1ccccc1OCCn1cc(C=O)c2ccccc21	6	810	3%	i	56

Source: PubChem BioAssay (several laboratories)
